# Screening results (PubChem)
# RAD54 inh: inhibitors of human RAD54 branch migration, primary screen, biochemical, fluorescence, single point | DNA repair and recombination protein RAD54-like (Homo sapiens), Q92698 | RAD54 Holliday junction branch migration, FAM/BHQ fluorescence | inhibition, % at 10.4 µM | 0.14% of 360,000 active;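 active = mean normalized replicate activity at least 40 and at least half of replicates scoring 40 or more; inconclusive = only one of the two criteria met; inactive = mean below 40 and under half of replicates reaching 40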;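 note: 0% = median of neutral control wells and 100% = median of positive control wells; inhibitors cause a drop in the FAM fluorescence signal; in these data hits start at about 50%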
# Target sequence (Q92698 whole entry, looked up): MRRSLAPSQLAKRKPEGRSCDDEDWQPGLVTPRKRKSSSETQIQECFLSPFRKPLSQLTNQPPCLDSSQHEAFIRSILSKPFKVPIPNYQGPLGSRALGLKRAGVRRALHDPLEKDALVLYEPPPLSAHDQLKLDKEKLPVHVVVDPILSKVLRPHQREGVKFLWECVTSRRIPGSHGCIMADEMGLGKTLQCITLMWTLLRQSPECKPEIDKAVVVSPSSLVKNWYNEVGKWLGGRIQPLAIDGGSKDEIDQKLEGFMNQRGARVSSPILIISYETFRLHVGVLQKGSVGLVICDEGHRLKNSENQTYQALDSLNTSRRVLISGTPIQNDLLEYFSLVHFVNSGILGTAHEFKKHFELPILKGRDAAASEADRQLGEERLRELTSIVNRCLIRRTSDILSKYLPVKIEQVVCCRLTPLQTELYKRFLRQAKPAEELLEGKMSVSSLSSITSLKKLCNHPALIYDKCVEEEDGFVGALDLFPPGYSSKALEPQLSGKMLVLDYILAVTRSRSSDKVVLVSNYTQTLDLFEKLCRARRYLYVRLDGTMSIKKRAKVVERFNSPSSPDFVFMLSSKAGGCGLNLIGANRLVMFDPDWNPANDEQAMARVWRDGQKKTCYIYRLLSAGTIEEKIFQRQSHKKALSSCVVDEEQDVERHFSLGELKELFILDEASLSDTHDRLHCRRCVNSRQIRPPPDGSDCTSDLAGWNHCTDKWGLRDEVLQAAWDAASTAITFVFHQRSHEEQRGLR
# Xi reactivation: activators of inactive X chromosome reactivation, primary screen, imaging, XiGFP fibroblasts, GFP high-content imaging, set 2; 0.055% of 360,000 active; activation, % at 7.58 µM; XiGFP mouse fibroblasts, % GFP-positive cells imaging, 3 d; cells co-treated with 5-aza-dC sensitizer; scaled so ellipticine positive control = 100%; AID 743238, 2013;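 active = mean normalized replicate activation at least 10% and every replicate at or above 10%; inconclusive = only one of the two criteria met; inactive = mean below 10% and not all replicates reach 10%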;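 note: 0% = median of on-plate neutral control wells and 100% = ellipticine 6 µM median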
#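 material = 68-5-11 XiGFP fibroblast line | medium = DMEM plus 5-aza-dC sensitizer | schedule = 3 days compound exposure | benchmarks = positive control ellipticine, 6 µM final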
# esBAF inh: Bmi1 luciferase reporter increase in mESCs, primary screen, esBAF inhibitor project, mouse ES cells, Bmi1 luciferase knock-in, single point; 24 h; 100% = twice the neutral-well signal; reporter increase, % at 12.5 µM; 2% of 350,000 active; in the data active = activation above about 40%; inconclusive = no clear call, values can overlap the other calls;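 note: 0% = median of the plate's neutral control wells and 100% = double that signal; a rise in the Bmi1 reporter signal indicates esBAF inhibition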
# Active calls of the source: *; ? = inconclusive.
# Second line of a record – RAD54 inh	Xi reactivation	esBAF inh
1) Cc1noc(C)c1S(=O)(=O)N(C)C[C@H]1OCCCC[C@H](C)Oc2ccc(NS(=O)(=O)c3ccc(F)cc3)cc2C(=O)N([C@H](C)CO)C[C@@H]1C
    4	0.1	0
2) O=C(Cc1ccccc1)NN1C(=O)C2C3C=CC(C4CC34)C2C1=O (centres undefined)
    -2	0.0	-3
3) Cc1ccc(S(=O)(=O)N(C)C)cc1-n1c(SCC(=O)Nc2ccc(F)c(F)c2F)nc2ccccc2c1=O
    2	-0.1	6
4) Cc1ccc(/C=N/NC(=O)CCCOc2ccc(Cl)cc2Cl)cc1
    -3	-0.4	1
5) CCOC(=O)/C(=C/c1ccc(Cl)cc1)NC(=O)c1ccco1
    5	0.3	-12
6) COc1cc(C(=O)Nc2ccc(Cl)c(C(F)(F)F)c2)cc(OC)c1OC
    -6	-0.1	2
7) COc1ccccc1N1N=C(c2cccs2)CC1c1ccccc1 (centres undefined)
    5	-0.1	11
8) Clc1cccc(C[n+]2cc(-c3ccccc3)n3c2CCC3)c1
    12	0.2	-12
9) CN(C)C(CNC(=O)c1cccc(OC(F)F)c1)c1ccco1 (centres undefined)
    9	-0.1	45*
10) O=C(COC(=O)C1(c2ccccc2F)CCCC1)N1CCc2ccccc21
    8	0.1	-1
11) Cc1cc(Br)ccc1SCC(=O)OCC(=O)Nc1ccccc1C#N
    -3	-0.1	0
12) COc1cc(NC(=O)COC(=O)CNC(=O)c2cc(C)cc(C)c2)c(C)cc1[N+](=O)[O-]
    0	0.0	-5
13) Cc1ccc(/C=C/C(=O)N2CCN(S(=O)(=O)c3ccc(C)c(C)c3)CC2)o1
    -4	0.3	-2
14) COc1ccccc1CNC(=O)C(Cc1c[nH]c2ccccc12)NC(=O)OCc1ccccc1 (centres undefined)
    -2	0.2	-8
15) COc1ccc2oc(=O)c(-c3ccccc3C(=O)N3CCOCC3)cc2c1
    -1	-0.1	1

# Single values from the entries so far.
# no. 15 in RAD54 inh: -1
# no. 8 in esBAF inh: -12
# no. 11 in Xi reactivation: -0.1
# no. 2 in RAD54 inh: -2
# no. 13 in esBAF inh: -2

# The listing picks up, starting 2 compounds before the break.
# Second line of a record – RAD54 inh	Xi reactivation	esBAF inh
14) COc1ccccc1CNC(=O)C(Cc1c[nH]c2ccccc12)NC(=O)OCc1ccccc1 (centres undefined)
    -2	0.2	-8
15) COc1ccc2oc(=O)c(-c3ccccc3C(=O)N3CCOCC3)cc2c1
    -1	-0.1	1
16) CCOc1cc(C(=O)N/N=C\c2cn(CC)nc2C)cc(OCC)c1OCC
    -6	0.6	-11
17) COc1ccc(-c2csc(NC(=O)c3cc(-c4cccs4)nc4ccccc34)n2)c(OC)c1
    -1	0.3	-7
18) CCOc1ccc(OCCN2CCCCC2)cc1
    8	0.2	-6
19) Cc1ccc(S(=O)(=O)Nc2ccc3c(c2)C(=O)N([C@H](C)CO)C[C@H](C)[C@H](CN(C)Cc2ccccc2)OCCCC[C@H](C)O3)cc1
    7	-0.1	-2
20) Oc1cccc(/C=N/Nc2cc(N3CCOCC3)nc(N3CCOCC3)n2)c1
    -5	0.3	6
21) CCOc1ccc(-c2c(C(=O)N/N=C/c3ccc(OC)cc3)nnn2-c2nonc2N)cc1
    9	0.6	2
22) Cc1ccc(/C=C/C(=O)Nc2ccncc2)o1
    6	0.4	11
23) CCOc1ccc(NC(=O)C(Cc2ccccc2)NC(=O)C2CCCCC2)cc1 (centres undefined)
    4	-0.1	4
24) Cc1cc(C(=O)N/N=C/c2ccc(O)c([N+](=O)[O-])c2)c(C)n1-c1ccc(F)cc1
    -10	0.0	18
25) OCCN1CCN(Cc2nc(-c3cccc(Cl)c3)no2)CC1
    -4	0.2	10
26) Cc1ccccc1NC(=O)CSc1ccc(-c2ccco2)nn1
    -8	-0.1	1
27) N/C(=N\OC(=O)COc1ccc(Cl)cc1Cl)c1cccnc1
    3	0.3	56*
28) COC(=O)c1ccc(N=NNc2ccccc2)cc1
    0	-0.1	1
29) COc1ccc(NC(=O)Nc2ccc3c(c2)CC(=O)N([C@@H](C)CO)C[C@@H](C)[C@H](CN(C)C(=O)Nc2ccc(C(F)(F)F)cc2)O3)cc1
    -1	-1.0	1
30) CC(=O)c1cccc(NC(=O)COC(=O)C2=COCCO2)c1
    2	0.1	2

# Ordered by length of the SMILES (smallest number first): part of the list above
# Second line of a record – RAD54 inh	Xi reactivation	esBAF inh
30) CC(=O)c1cccc(NC(=O)COC(=O)C2=COCCO2)c1
    2	0.1	2
21) CCOc1ccc(-c2c(C(=O)N/N=C/c3ccc(OC)cc3)nnn2-c2nonc2N)cc1
    9	0.6	2
29) COc1ccc(NC(=O)Nc2ccc3c(c2)CC(=O)N([C@@H](C)CO)C[C@@H](C)[C@H](CN(C)C(=O)Nc2ccc(C(F)(F)F)cc2)O3)cc1
    -1	-1.0	1

# (next part)
# Second line of a record – RAD54 inh	Xi reactivation	esBAF inh
31) COc1cccc(CN(C)CC(=O)NC(=O)NCc2ccccc2)c1
    -8	0.5	-8
32) Cc1ccc(Cl)cc1N1CCN(c2cccc[n+]2C)CC1
    1	0.1	-2
33) Cc1ccc(NC(=O)CCCCCNS(=O)(=O)c2ccc(C)cc2)cc1
    9	0.2	-6
34) CC(C)N(CC#CC(O)(c1ccccc1)c1ccccc1)CCO
    4	0.1	3
35) COc1ccc(N2CCN(c3ccc(N4C(=O)COCC4=O)cc3[N+](=O)[O-])CC2)cc1
    4	0.4	1
36) Cc1cccc(NC(=O)/C(=C\c2ccc([N+](=O)[O-])o2)NC(=O)c2ccc(Cl)cc2)c1
    -7	-0.1	14
37) Fc1ccc(-c2cc(C(F)(F)F)nc(NCc3cccs3)n2)cc1
    6	0.1	-5
38) CC(C)CNC(=O)c1cccc(NC(=O)Cc2ccc(Cl)cc2)c1
    8	0.7	9
39) Cc1nc2ccc(C(=O)O)cc2nc1C
    -5	0.2	-4
40) CN(C)S(=O)(=O)c1cccc(NC(=O)CSc2nc3ccccc3n2-c2ccccc2)c1
    -4	-0.1	-7
41) COc1ccc(C(=O)CSc2n[nH]c(-c3ccncc3)n2)cc1[N+](=O)[O-]
    -2	0.1	-1
42) Cc1ccc(SC(C)C(=O)Nc2ccccc2-c2ccccc2)cc1 (centres undefined)
    2	0.1	-11
43) COc1ccc(NC(=O)C(CCCCNC(=O)OC(C)(C)C)NC(=O)OCc2ccccc2)cc1 (centres undefined)
    -2	0.0	-4
44) S=C(Nc1ccc(Cl)cc1)N1CCCCC1
    -2	0.4	16
45) Cc1cc(/C=C(/C#N)C(=O)Nc2ccc(Cl)cc2)c(C)n1-c1cccnc1
    -8	0.6	18
46) CSCc1ccc(C(=O)NCc2ccc(C)cc2)cc1
    -4	0.0	26
47) C[C@@H]1CCCCO[C@@H](CN(C)C(=O)Cc2ccccc2)[C@H](C)CN([C@H](C)CO)C(=O)c2cc(NC(=O)CCC(F)(F)F)ccc2O1
    -5	0.0	17
48) Cc1noc(C)c1S(=O)(=O)Nc1ccc2c(c1)C(=O)N([C@@H](C)CO)C[C@@H](C)[C@H](CN(C)S(=O)(=O)c1cccs1)OCCCC[C@H](C)O2
    -14	0.2	-1
49) COC(=O)Cn1c(=NC(=O)c2ccc(Cl)s2)sc2cc(C)ccc21
    1	0.5	27
50) Cc1ccc(S(=O)(=O)Nc2ccc3c(c2)C(=O)N([C@@H](C)CO)C[C@H](C)[C@H](CN(C)Cc2ccccc2)OCCCC[C@@H](C)O3)cc1
    2	0.0	-1
51) O=[N+]([O-])C(=C1Nc2ccccc2N1)/C(Cl)=C(/Cl)Br
    -2	0.0	1
52) CC(C)CCNC(=O)CCC(=O)NNc1nc2ccccc2c2nc(-c3ccccc3)nn12
    -5	0.1	2
53) Cc1[nH]n(-c2ccccc2)c(=O)c1C=Nc1ccc(S(=O)(=O)N(C)C)cc1
    -11	-0.1	15
54) CCOc1ccc(NC(=O)/C=C/c2ccc(OC)cc2)c([N+](=O)[O-])c1
    1	0.0	8
55) CCCOc1ccc(NC(=O)CC2C(=O)N(CC)C(=S)N2CCNC(C)=O)cc1 (centres undefined)
    1	0.0	-6
56) O=C(Nc1nccs1)c1ccc2c(=O)n3c(nc2c1)CCCCC3
    4	0.1	53*
57) CCCNNC(=O)C(O)(c1ccccc1)c1ccccc1
    -3	?	-6
58) C/C(=N\Nc1nc2ccccc2[nH]1)c1cccs1
    11	0.0	68
59) Cc1ccc(Nc2nc(CSc3nnc(-c4ccc(F)cc4)n3C)cs2)cc1
    6	0.3	37
60) O=C(COC(=O)CNS(=O)(=O)c1c(Cl)cccc1Cl)Nc1cccnc1Cl
    -3	0.4	-6
61) CCc1nnc(NS(=O)(=O)c2ccc(N/C=C/C(=O)c3ccc(C)cc3)cc2)s1
    -12	0.0	12
62) CC/C(=N\N=C1\SC(C)C(=O)N1Cc1ccco1)c1ccccc1 (centres undefined)
    2	0.0	-6
63) Cc1ccc(S(=O)(=O)Nc2ccc3c(c2)C(=O)N([C@@H](C)CO)C[C@@H](C)[C@H](CN(C)C(=O)c2ccncc2)OCCCC[C@H](C)O3)cc1
    3	0.4	-1
64) COC(CNC(=O)C1CCCCC1C(=O)O)OC (centres undefined)
    -11	0.0	1
65) CC(OC(=O)c1ccc([N+](=O)[O-])s1)C(=O)Nc1ncc(Cl)cc1Cl (centres undefined)
    -6	0.0	-1
66) Cc1noc(C)c1S(=O)(=O)N(C)C[C@@H]1OCCCC[C@@H](C)Oc2ccc(NS(=O)(=O)c3ccc(F)cc3)cc2C(=O)N([C@H](C)CO)C[C@@H]1C
    -7	0.2	-3
67) Cc1ccnc(N/N=C/c2ccccc2)n1
    -3	-0.1	-1
68) CCN(C(=O)COC(=O)c1cccnc1Nc1ccccc1F)C1CCS(=O)(=O)C1 (centres undefined)
    3	0.0	12
69) O=C(NCc1ccco1)c1c(F)cccc1Cl
    -1	-0.1	-7
70) NC(=O)c1oc2ccccc2c1NC(=O)C1CC(=O)N(c2ccccc2)C1 (centres undefined)
    1	0.1	0
71) O=C(Cn1ncc(Cl)c(Cl)c1=O)N1CCN(S(=O)(=O)c2ccc3ccccc3c2)CC1
    -2	5.1	-14
72) COc1ccc(/C=C/C(=O)OCC(=O)c2c(N)n(C)c(=O)n(C)c2=O)cc1
    -7	0.0	-3
73) S=C(c1ccccc1)N1CCCc2ccccc21
    -3	0.0	7
74) Clc1ccc(-c2nnc(NCc3ccccc3)c3ccccc23)cc1
    4	4.7	8
75) CN(C(=O)COC(=O)c1ccccc1SCC(=O)NC1CCCCCCC1)C1CCS(=O)(=O)C1 (centres undefined)
    -9	0.0	14
76) O=C(N/N=C\c1cccc([N+](=O)[O-])c1O)C1COc2ccccc2O1 (centres undefined)
    4	0.0	1
77) C/C(=N\NC(=O)C1COc2ccccc2O1)c1ccccn1 (centres undefined)
    2	-0.1	2
78) O=C(CCN1C(=O)C2C3CCC(C3)C2C1=O)Nc1ccc(Br)cc1 (centres undefined)
    -16	0.2	-7
79) CCOC(=O)c1ccc(NC(=O)c2ccccc2[N+](=O)[O-])cc1
    -3	0.2	73*
80) COc1cc(NC(=O)c2cccnc2Sc2ccc(C)c(C)c2)cc(OC)c1OC
    ?	0.2	1
81) O=C(CSc1nc(-c2ccc(F)cc2)cc(C(F)(F)F)n1)Nc1ccc2c(c1)OCO2
    8	0.4	-3
82) O=C(Nc1ccc2nc3ccccc3nc2c1)c1ccc(Br)cc1
    -4	1.9	17
83) CN(CC(=O)NC(=O)NCc1ccccc1)Cc1ccc(Cl)c(Cl)c1
    -8	0.1	-6
84) O=C(Oc1ccc(Br)cc1C(=S)N1CCCC1)c1ccccc1F
    -3	0.0	2
85) CC(O/N=C/c1ccc(OC(F)F)cc1)C(=O)Nc1cccc(S(=O)(=O)N2CCOCC2)c1 (centres undefined)
    -6	0.0	6
86) CCOC(=O)Cn1cnc(-c2ccc([N+](=O)[O-])cc2)c1
    4	0.0	28
87) NS(=O)(=O)c1cnccc1Nc1ccc(Cl)c(Cl)c1
    0	-0.1	2
88) CCN(CC)C(=O)C[n+]1cccc(C(N)=O)c1
    6	0.1	-1
89) CCC(=O)NC(=S)Nc1ccc(-c2nc3ccc(C)cc3s2)cc1
    5	-0.1	?

# Structures listed above printed as active in esBAF inh.
no.	canonical_smiles	esBAF inh
9	CN(C)C(CNC(=O)c1cccc(OC(F)F)c1)c1ccco1 (centres undefined)	45*
27	N/C(=N\OC(=O)COc1ccc(Cl)cc1Cl)c1cccnc1	56*
56	O=C(Nc1nccs1)c1ccc2c(=O)n3c(nc2c1)CCCCC3	53*
79	CCOC(=O)c1ccc(NC(=O)c2ccccc2[N+](=O)[O-])cc1	73*

# Some of the compounds tested; the hit share may differ from the screen's.
